TAAR1 antagonist – human TAAR1 antagonists, primary screen, Fluo-8 calcium fluorescence, CHO RD-HGA16 cells. antagonist. inhibition, % at 3 µM. 1.5% of 360,000 active. AID 624466, 2012;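 active means inhibition above a per-plate cutoff, the mean inhibition of test compounds on that plate plus 3 SD, cut at about 49% in these data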;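 further: 0% = DMSO plus EC80 beta-PEA response and 100% = DMSO alone without agonist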
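Material: RD-HGA16 CHO cells with stable hTAAR1 and Gα16; Dosing: single nominal final test compound concentration of 3 µM; Schedule: seeding 17-24 h prior, 75-min 37 °C, 30-min RT dye loading; Detection: kinetic Fluo-8 calcium fluorescence measurement; Measure: % inhibition from peak post-agonist over basal fluorescence ratio; Benchmarks: vehicle and agonist controls.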
OXTR agonist – human OXTR agonists, primary screen, fluorescence, CHO-OTR cells, Fluo-8 calcium; 0.32% of 320,000 active; Oxytocin receptor (Homo sapiens), P30559; Fluo-8 calcium fluorescence; normalized: DMSO 0%, oxytocin 100%; activation, % at 3 µM;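 active means activation above the mean of all tested compounds plus 3 SD, cutoff set per screening run, cut at about 20% in these data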;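 further: peak over basal fluorescence ratio from a 100 s FLIPR kinetic read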
TAAR1 agonist – human TAAR1 agonists, primary screen, Fluo-8 calcium fluorescence, CHO RD-HGA16 cells. 0.99% of 360,000 active. vehicle wells 0%, saturating PEA agonist 100%. Trace amine-associated receptor 1 (Homo sapiens), Q96RJ0. activation, % at 3 µM;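 active means activation above the mean activation of all test compounds in the run plus 3 SD, cut at about 38% in these data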
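System: CHO-derived RD-HGA16 cells with stable Gα16 and human TAAR1 / Times: 17-24 h plating, Fluo-8 75 min 37 °C, 30 min RT / Technique: calcium-sensitive Fluo-8 signal, excitation 470-495, emission 515-575 nm / Measure: % activation relative to PEA EC100 response / Benchmarks: DMSO and PEA EC100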
CHRM1 agonist – human M1 muscarinic receptor agonists, primary screen, Fluo-8 calcium fluorescence, CHO-K1 cells, HTS | Muscarinic acetylcholine receptor M1 (Homo sapiens), P11229 | CHO-K1 hM1, agonist mode; 0% DMSO, 100% acetylcholine EC100 | activation, % at 3 µM | 0.33% of 360,000 active;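 active means activation above the run's mean compound activation plus 3 SD, cut at about 16% in these data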;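 further: peak over basal fluorescence ratio within a 140 s kinetic read after compound addition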
Target sequence (P11229 whole entry, looked up): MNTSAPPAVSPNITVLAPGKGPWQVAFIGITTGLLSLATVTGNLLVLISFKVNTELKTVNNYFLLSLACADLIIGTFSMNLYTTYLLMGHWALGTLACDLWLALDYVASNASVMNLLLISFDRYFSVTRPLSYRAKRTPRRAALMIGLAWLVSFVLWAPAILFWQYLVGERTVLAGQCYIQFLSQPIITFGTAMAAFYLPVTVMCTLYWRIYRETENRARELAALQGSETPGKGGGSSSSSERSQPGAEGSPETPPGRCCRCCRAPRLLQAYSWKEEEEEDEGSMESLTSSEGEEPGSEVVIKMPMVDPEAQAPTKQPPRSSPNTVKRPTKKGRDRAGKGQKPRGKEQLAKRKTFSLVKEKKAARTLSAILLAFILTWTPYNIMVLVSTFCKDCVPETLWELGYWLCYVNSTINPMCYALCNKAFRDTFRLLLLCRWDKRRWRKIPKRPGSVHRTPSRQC
M1 antag – human M1 muscarinic receptor antagonists, primary screen, CHO-K1 cells, Fluo-8 calcium fluorescence, 1536-well | inhibition, % at 3 µM | AID 588852, 2011 | Muscarinic acetylcholine receptor M1 (Homo sapiens), P11229 | 1.3% of 360,000 active | CHO-K1 hM1, ACh EC80 antagonist;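 active means percent inhibition above its own plate's cutoff, namely the mean of that plate's compound wells plus 3 SD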;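 further: peak over basal fluorescence ratio during 140 s after agonist addition; 0% = ACh EC80 plus DMSO and 100% = DMSO alone without agonist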
OXTR potentiator – human OXTR potentiators, primary screen, fluorescence, CHO-OTR cells, Fluo-8 calcium. Oxytocin receptor (Homo sapiens), P30559. Fluo-8 calcium fluorescence, potentiator mode; 0% = oxytocin EC15, 100% = EC100. activation, % at 3 µM. 0.061% of 320,000 active;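 active means activation above that plate's cutoff, the mean activation of tested compounds plus 3 SD, cut at about 6.6% in these data, passing the limit was not always enough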;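 further: 100% uses oxytocin at 75 nM as the full agonist control; some results filed as inactive read as strong as hits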
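Measured by – Fluo-8 calcium dye fluorescence · Test system – human OTR in CHO cells · Dosing – one concentration, 3.0 µM compound · Controls – EC15 oxytocin alone as 0%, 75 nM oxytocin as 100% · Evaluation – normalized max/min fluorescence ratio, % activation · Timing – 6 min pre-incubation, 100 s read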
M1 PAM – human M1 muscarinic receptor positive allosteric modulators, primary screen, CHO-K1 cells, Fluo-8 calcium fluorescence, 1536-well. Muscarinic acetylcholine receptor M1 (Homo sapiens), P11229. CHO-K1 hM1, ACh EC20; 0% = ACh EC20, 100% = maximal ACh. activation, % at 3 µM. 0.088% of 360,000 active; in the data active means activation above about 19%, passing the limit was not always enough
V1R ag counter – agonists of human V1a receptor, primary screen, counter-screen for OXTR agonist project, fluorescence, CHO-V1R cells. Fluo-8 calcium fluorescence, agonist mode; 0% DMSO, 100% 3 nM vasopressin. activation, % at 3 µM. Vasopressin V1a receptor (Homo sapiens), P37288. 0.25% of 320,000 active;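 active means activation above the mean activation of all tested compounds plus 3 SD, per screening run, cut at about 20% in these data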;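 further: signal is peak over basal fluorescence ratio across a 100 second FLIPR read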
Target sequence (P37288 whole entry, looked up): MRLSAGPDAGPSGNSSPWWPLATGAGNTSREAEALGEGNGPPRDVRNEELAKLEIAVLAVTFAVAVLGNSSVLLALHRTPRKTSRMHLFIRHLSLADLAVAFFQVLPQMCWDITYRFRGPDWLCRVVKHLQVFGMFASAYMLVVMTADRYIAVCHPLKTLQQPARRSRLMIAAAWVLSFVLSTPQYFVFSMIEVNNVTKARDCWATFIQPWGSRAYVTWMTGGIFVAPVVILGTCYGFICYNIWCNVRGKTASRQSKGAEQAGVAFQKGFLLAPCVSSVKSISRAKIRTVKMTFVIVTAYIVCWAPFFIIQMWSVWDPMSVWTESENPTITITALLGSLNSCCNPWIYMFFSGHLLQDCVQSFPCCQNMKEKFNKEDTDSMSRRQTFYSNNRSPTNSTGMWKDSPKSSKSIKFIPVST
CHO parental Ca – ATP-evoked calcium signal inhibitors, parental CHO, primary screen, counter-screen for OX1R antagonist project, cell-based, fluorescence, Fluo-8 calcium dye; parental CHO-K1, ATP-induced calcium, Fluo-8 fluorescence; inhibition, % at 5.6 µM; 0.63% of 330,000 active; AID 463079, 2010;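 active means inhibition above that plate's mean sample inhibition plus 3 SD, cut at about 26% in these data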;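 further: 0% = ATP-challenged DMSO wells and 100% = DMSO wells without ATP; some compounds past the cut are filed as inactive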
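Assay system – parental CHO cells · Reagent – ATP stimulus · Detection – intracellular calcium via Fluo-8 no-wash fluorescent dye · Evaluation – percent inhibition of ATP-evoked calcium rise, normalized to controls · Controls – ATP wells versus no-ATP DMSO wells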
The depositor's hits bear a star; / = not tested or not shown; & = joins results of further samples. Rows are unselected; any-hit rate near 3.7%.

SMILES | TAAR1 antagonist | OXTR agonist | TAAR1 agonist | CHRM1 agonist | M1 antag | OXTR potentiator | M1 PAM | V1R ag counter | CHO parental Ca
c1ccc(-c2nnc(SCC3CCCCO3)nc2-c2ccccc2)cc1 (stereo not given) | -12 | -1.7 | -1 | -7 | -6 | -11 | 0 | -1.1 | -21
O=C1CCCC(=O)N1c1ccc(O)cc1 | 0 | 1.4 | 3 | 2 | -2 | 2 | 14 | 1.0 | 3
CC(C)C[C@H](N)c1nnc(SCC(=O)Nc2ccc(Br)cc2)o1 | -10 | 6.3 | 11 | 1 | -4 | -8 | 13 | 6.3 | -13
O=C(NC1CCCCC1)c1cc([N+](=O)[O-])ccc1N1CCCC1 | -9 | -0.9 | -1 | 2 | -3 | 1 | 13 | -0.4 | -8
COc1ccc(-c2nnc(SCC(=O)N/N=C/c3ccccc3C(=O)O)n2-c2ccc(Cl)cc2)cc1 | -6 | -0.2 | -1 | -2 | -11 | -4 | 12 | 0.1 | -9
C=CCN(CC=C)S(=O)(=O)c1ccc(NC(=O)COc2ccccc2OC)cc1 | 36 | 0.8 | 8 | -2 | -5 | -5 | -1 | 2.2 | 38*
CN1C(=O)C(C)(C)c2cc(S(=O)(=O)N3CCC(C(=O)Nc4ccc(Cl)cc4)CC3)ccc21 | 14 | -0.3 | 0 | 1 | -15 | -6 | 8 | 1.3 | -7
COc1ccc(NC(=O)c2ccccc2NC(=O)CSc2ccccc2)cc1 | 5 | -1.7 | 1 | -6 | 4 | -1 | 1 | -0.6 | 2
Cn1cccc1/C=N/NC(=O)Cn1cnc2ccccc21 | -15 | -0.1 | 34 | -3 | -11 | -21 | -3 | 1.9 | -9
CC1(C)C(=O)Nc2ccccc2N1C(=O)CSc1nnc2ccccn12 | -2 | -0.9 | 3 | -7 | -1 | -12 | 2 | 0.5 | 0
CC(C(O)c1ccc(O)cc1)N1CCC(Cc2ccccc2)CC1 (stereo not given) | 0&-2&-10 | 4.0&0.3&2.3 | 6&4&2 | -3&-8&-4 | -20&-3&-15 | -2&-12&-4 | -8&-15&-8 | 3.2&1.0&0.5 | -11&-13&-8
CC(=O)N1CCCc2cc(S(=O)(=O)CCC(=O)N3CCN(c4ccccc4)CC3)ccc21 | 4 | 0.0 | 0 | -3 | -7 | -6 | 3 | 0.0 | -4
COc1ccc([C@H]2CC(=O)C=C(c3cc4ccccc4s3)C2)cc1OC | 12 | 1.1 | 1 | -5 | 21 | -4 | -8 | 0.4 | -2
O=C(CS(=O)(=O)c1ccccc1)Nc1nccs1 | -6 | 0.5 | 4 | -2 | -5 | -29 | 11 | -0.5 | 2
CC1=C(C(=O)N(C)C)CC(CC(=O)NCCCN(C)C)C(=O)N1Cc1ccc(F)cc1 (stereo not given) | -8 | / | 3 | -5 | -3 | / | -1 | / | /
O=C(NNC(=O)c1ccc2c(c1)OCO2)NC1CCCCC1 | 4 | 1.2 | 4 | -1 | 9 | -1 | -3 | 0.6 | -4
CCOC(=O)C1=C(C)NC(SC)=NC1c1ccc(OC)cc1 (stereo not given) | -6 | -1.3 | 14 | -3 | 4 | -2 | -4 | 0.7 | -12
COc1cc(OCc2ccc(C)cc2)ccc1CNC[C@H]1O[C@@H](n2cnc(C(N)=O)n2)[C@H](O)[C@@H]1O | -25 | / | 0 | 0 | -8 | / | -5 | / | /
Cc1ccc(C(=O)COC(=O)COc2ccccc2C)cc1 | -15 | -1.3 | -2 | -5 | 2 | -7 | 2 | -1.2 | -8
CC(C)(C)NC(=O)CN1CCC(O)(c2ccc3c(c2)OCO3)CC1 | 16 | 0.6 | 3 | -3 | -3 | 7 | 5 | 0.9 | -8
Cc1cc(NC(=O)CSc2nnc(-c3ccc4c(c3)OCCO4)o2)no1 | 8 | -0.4 | 9 | -2 | -30 | -2 | 2 | -0.2 | -12
Cc1ccc(C)c(OCCC(=O)N2CCN(S(=O)(=O)c3cc(F)ccc3F)CC2)c1 | 15 | 0.0 | 2 | -6 | 5 | -5 | -4 | 2.2 | -22
N#CCSc1nc(-c2ccccc2)nc2ccc(F)cc12 | -42 | / | 4 | -1 | -16 | / | 10 | / | /
O=C(COC(=O)C1CCN(c2ccc(C(F)(F)F)cn2)CC1)Nc1ccc(Cl)cn1 | 13 | 2.7 | 1 | -3 | -10 | -8 | 9 | 4.1 | -11
Cc1ncc(CO)c2c1Oc1nc(-c3ccccc3F)nc(SCC(=O)N(C)c3ccccc3)c1C2 | / | -0.3 | / | -2 | 37 | -14 | -12 | 0.6 | -4
CCOc1ccc(NC(C)=O)cc1[N+](=O)[O-] | 0 | 0.1 | 7 | -3 | -3 | -2 | 4 | 0.9 | -10
COCCSc1nnc(NS(=O)(=O)c2ccccc2)s1 | 9 | 0.7 | 13 | -6 | -2 | 0 | 12 | 1.2 | -2
Cc1nnc(SCC(=O)NC2CCCCCC2)n1C(C)C | -9 | 0.4 | 2 | -3 | 2 | -10 | -2 | -0.3 | -9
Cc1nc2sccn2c(=O)c1S(=O)(=O)Nc1ccc(N2CCOCC2)cc1 | 0 | / | 3 | -5 | -6 | / | 6 | / | /
COc1cccc(/C=N/N2CCN(Cc3ccccc3)CC2)c1O | -34 | -1.7 | -1 | -3 | -11 | -5 | 2 | -0.2 | -12

One compound at a time, from the list above:
Listed for Cc1nc2sccn2c(=O)c1S(=O)(=O)Nc1ccc(N2CCOCC2)cc1 : TAAR1 antagonist: 0; OXTR agonist: /; TAAR1 agonist: 3; CHRM1 agonist: -5; M1 antag: -6; OXTR potentiator: /; M1 PAM: 6; V1R ag counter: /; CHO parental Ca: /
Listed for O=C(COC(=O)C1CCN(c2ccc(C(F)(F)F)cn2)CC1)Nc1ccc(Cl)cn1 : TAAR1 antagonist: 13; OXTR agonist: 2.7; TAAR1 agonist: 1; CHRM1 agonist: -3; M1 antag: -10; OXTR potentiator: -8; M1 PAM: 9; V1R ag counter: 4.1; CHO parental Ca: -11

Next part:
SMILES | TAAR1 antagonist | OXTR agonist | TAAR1 agonist | CHRM1 agonist | M1 antag | OXTR potentiator | M1 PAM | V1R ag counter | CHO parental Ca
COc1ccc(N2CCN(C(=O)NC(=O)c3ccc(Cl)cc3)CC2)cc1 | -6 | -1.5 | 0 | -4 | -5 | 4 | 8 | -0.2 | -9
O=C(CN1c2cccc3cccc(c23)S1(=O)=O)Nc1ccccc1Br | 17 | 1.0 | 7 | -1 | 8 | -10 | 0 | 0.6 | -7
C=CC[C@H](CC(=O)NCCO)C(=O)N[C@H](COC(=O)[C@@H](CC=C)Cc1ccc(F)cc1)Cc1ccccc1 | 42 | -0.8 | 19 | 0 | -5 | 0 | -2 | 0.7 | -22
Cc1ccc(N2C(=O)CSC2c2ccc3c(c2)OCO3)cc1 (stereo not given) | -11 | -2.6 | 4 | -12 | 11 | -4 | -21 | -1.4 | -2
Cc1ccc(NC(=S)NCCc2c[nH]c3ccccc23)cc1 | 18 | 3.0 | 7 | -5 | 12 | -20 | -5 | 3.9 | -17
CCN(CC)CCNC(=O)c1ccc(NC(=O)Cc2ccc(OC)c(S(=O)(=O)N3CCOCC3)c2)cc1 | -1 | / | 1 | -9 | -8 | / | 3 | / | /
Nc1ccc2nc(SCc3ccccc3F)sc2c1 | -2 | 0.8 | 17 | -2 | -14 | -3 | 6 | -2.6 | -14
CCOCCCn1c(SCC(=O)NCc2ccco2)nc2c(sc3ccccc32)c1=O | 31 | -1.7 | 11 | -3 | -5 | -2 | 1 | -0.5 | -2
CC(NC(=O)/C=C/c1ccccc1[N+](=O)[O-])C1CC2CCC1C2 (stereo not given) | -4 | -2.4 | -1 | -9 | -6 | -1 | 1 | -0.2 | -24
Cc1cnc(C(=O)Nc2cccc3cccnc23)cn1 | 13 | / | -1 | -4 | -4 | / | 9 | / | /
C=CCOc1ccc(/C(O)=C2\C(=O)C(=O)N(CCCOC)C2c2ccc(O)c(OC)c2)cc1 (stereo not given) | -32 | -0.8 | 1 | -3 | -5 | 3 | 4 | 0.2 | -8
COc1ccc(S(=O)(=O)Nc2nc3ccccc3nc2Nc2cccc(C(=O)O)c2)cc1 | -13 | 0.0 | 18 | -3 | 2 | -3 | 2 | 0.0 | 1
CC1=NN(C(=S)Nc2ccccc2)C(C)(C)C1 | 3 | -0.1 | 7 | -4 | -17 | -10 | 14 | 0.9 | -8
CCN1C(=O)[C@H]2[C@@H](c3ccc(C)cc3)N3C(=O)N(c4ccccc4)C(=O)[C@@]3(Cc3ccccc3)[C@H]2C1=O | 15 | 1.2 | 2 | -1 | -14 | -7 | 8 | 0.1 | -21
CC(=O)N(Cc1ccc2c(c1)OCO2)C1CC(=O)N(CCc2ccccc2)C1=O (stereo not given) | 1 | 1.0 | 12 | -3 | 4 | -1 | 0 | 1.1 | -6
C(=C/c1nccc2c1[nH]c1ccccc12)/c1ccc2c(c1)OCO2 | -9 | / | 5 | -7 | 0 | / | -2 | / | /
CCOC(=O)c1c(NC(=S)Nc2cccc(C)c2)sc2c1CC(C)(C)SC2 | 4 | -0.9 | -2 | -8 | -8 | -4 | 4 | -0.2 | -9
CCc1sc(C(=O)NCCCn2ccnc2)cc1Br | -9 | 0.4 | 8 | -10 | -6 | -8 | -2 | -0.7 | -5
CN(C)S(=O)(=O)c1cccc(NC(=O)COC(=O)c2cc3ccccc3oc2=O)c1 | -1 | 1.2 | 3 | -5 | -2 | -2 | -1 | 3.3 | -14
CN1CCN(S(=O)(=O)c2ccc(NC(=O)c3ccc(F)cc3)cc2)CC1 | -3 | 1.0 | 2 | -5 | 4 | -8 | 0 | 1.4 | -13
CCc1cccc(C)c1NC(=O)COC(=O)CNC(=O)c1cccs1 | -11 | -0.7 | 0 | 0 | -6 | 1 | -1 | 0.9 | -14
CCC(=O)N1N=C(c2c(O)n(C)c(=O)n(C)c2=O)CC1c1ccccc1 (stereo not given) | -22 | -1.1 | 0 | -3 | 1 | -1 | 3 | -0.7 | 17
O=C(C1CC1)N1CCc2cc(Br)cc(S(=O)(=O)NCCCN3CCCCC3)c21 | -13 | -0.6 | 0 | -12 | -1 | -6 | -2 | -0.6 | -10
